# Bioassay records (PubChem)
# Wnt bcat act – activates Wnt/beta-catenin signaling in a reporter cell assay; activation, % at 9.35 µM; activator, plate reader; AID 743398; 300,000 compounds, 1.2% hits; in the data active = activation above about 30%, passing the limit was not always enough; inconclusive = no clear call, values can overlap the other calls;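 note: 0% = neutral control wells and 100% = positive control wells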
# PvdQ acylase – blocks Pseudomonas aeruginosa PvdQ acylase activity; AID 488965; inhibition, % at 10 µM; purified PvdQ acylase, fluorescence plate reader; 340,000 compounds, 0.063% hits; in the data active = inhibition above about 30%, passing the limit was not always enough; inconclusive = no clear call, values can overlap the other calls;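 note: 0% = vehicle neutral wells and 100% = reference inhibitor wells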
# MITF act – increases MITF-driven TRPM1 promoter luciferase signal. SK-MEL-5 TRPM1-promoter luciferase, 24 h; % of positive control, neutral wells = 0. activation, % at 12.5 µM. 300,000 compounds, 0.75% hits;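 active = mean activation of at least 80% with every replicate also reaching 80%; inconclusive = mean reaches 80% but some replicate falls short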;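 note: 0% = neutral control wells and 100% = parthenolide positive control wells; values of inactives mirror those of a sister screen read the other way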
# Rtt109 HAT inh – C. albicans Rtt109 histone acetyltransferase inhibition. Q5AAJ8. purified Rtt109/Vps75, ThioGlo CoA-SH fluorescence, 4 h. inhibition, % at 34.9 µM. 330,000 compounds, 0.16% hits. AID 540336;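 active = inhibition of at least 50% in every replicate; inconclusive = best replicate reaches 50% inhibition but some replicates fall short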
# Target sequence (Q5AAJ8 whole entry, looked up): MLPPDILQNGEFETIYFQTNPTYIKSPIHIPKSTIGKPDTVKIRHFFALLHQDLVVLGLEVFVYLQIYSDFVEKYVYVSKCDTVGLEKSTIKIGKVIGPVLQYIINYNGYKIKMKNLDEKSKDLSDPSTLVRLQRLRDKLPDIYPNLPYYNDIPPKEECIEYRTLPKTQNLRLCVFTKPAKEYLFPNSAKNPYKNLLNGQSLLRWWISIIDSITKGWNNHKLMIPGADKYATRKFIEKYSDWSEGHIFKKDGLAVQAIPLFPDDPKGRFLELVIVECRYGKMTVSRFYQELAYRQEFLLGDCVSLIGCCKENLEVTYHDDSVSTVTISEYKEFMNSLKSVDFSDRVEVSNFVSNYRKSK
# dFosB act – mouse delta FosB homodimer activation; P13346; purified delta FosB, TAMRA-CDK5 oligo fluorescence polarization; percent of positive-control signal above neutral wells; activation, % at 25 µM; 340,000 compounds, 0.99% hits; AID 493131;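 active = mean activation above about 17%, with every replicate also reaching it, limit read from the data, passing the limit was not always enough; inconclusive = only one of the two conditions met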;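 note: fluorescence polarization rise as delta FosB binds a TAMRA Cdk5 AP-1 oligo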
# Target sequence (P13346 whole entry, looked up): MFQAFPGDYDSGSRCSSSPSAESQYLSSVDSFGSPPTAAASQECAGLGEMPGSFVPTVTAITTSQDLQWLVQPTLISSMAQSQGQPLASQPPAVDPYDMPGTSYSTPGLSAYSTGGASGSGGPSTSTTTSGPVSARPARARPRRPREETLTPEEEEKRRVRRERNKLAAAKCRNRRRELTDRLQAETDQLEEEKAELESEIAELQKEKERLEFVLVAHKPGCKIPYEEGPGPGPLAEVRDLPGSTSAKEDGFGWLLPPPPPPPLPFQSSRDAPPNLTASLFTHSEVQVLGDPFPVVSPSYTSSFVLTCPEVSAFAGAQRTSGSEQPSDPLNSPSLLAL
# cardiac RTF act – increases calcium sensitivity of human cardiac regulated thin filaments. 340,000 compounds, 0.24% hits. IANBD-labeled TnC RTF fluorescence at EC20 calcium; 0% EC20 calcium, 100% full calcium. activation, % at 7.2 µM. P19429+P45379. AID 493008;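 active = activation above the mean over all tested compounds plus 3 SD, cut at about 30% in these data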;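 note: rise in fluorescence read as greater calcium sensitivity of cardiac thin filaments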
# HTR5A ag ctr – HTR5A agonism, opioid heterodimer counter-screen; P47898; HTR5A agonist assay, luminescence, cell-based; 340,000 compounds, 0.61% hits; AID 504692; activation, % at 9.3 µM; in the data active = activation mostly above about 9.5%, no sharp cut-off; inactive = mostly below about 7.6%;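 note: 0% = cells with vehicle only and 100% = reference agonist; strong numbers were not always called active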
# Target sequence (P47898 whole entry, looked up): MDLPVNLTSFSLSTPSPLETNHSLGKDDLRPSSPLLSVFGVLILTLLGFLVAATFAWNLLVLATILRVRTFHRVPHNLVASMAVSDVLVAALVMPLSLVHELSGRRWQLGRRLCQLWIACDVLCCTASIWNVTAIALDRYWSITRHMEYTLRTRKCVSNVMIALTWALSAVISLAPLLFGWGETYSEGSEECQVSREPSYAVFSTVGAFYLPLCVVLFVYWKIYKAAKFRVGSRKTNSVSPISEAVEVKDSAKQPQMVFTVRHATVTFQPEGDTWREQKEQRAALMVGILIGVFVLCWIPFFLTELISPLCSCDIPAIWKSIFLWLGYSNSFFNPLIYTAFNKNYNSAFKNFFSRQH
# CDK5 inh – blocks human CDK5/p35 kinase activity | Q00535+Q15078 | Recombinant CDK5/p35, ADP-Glo luminescence, 60 min | inhibition, % at 10 µM | 330,000 compounds, 0.01% hits;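 active = highest replicate inhibition of at least 50% and at least 75% of replicates reaching 50%; inconclusive = only one of the two criteria met; inactive = both criteria failed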;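 note: plate controls were DMSO neutral control for no effect and GW8510 at 10 µM for full effect; many of its hits are not listed in these tables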
# SR-BI uptake up – activators of SR-BI mediated HDL lipid uptake | activation, % at 12.5 µM | CHO ldlA[mSR-BI] cells, DiI-HDL uptake fluorescence, 3 h; 100 = double the neutral-control signal | 320,000 compounds, 0.096% hits;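 active = mean replicate activation of at least 60% and every replicate at or above 60%; inconclusive = mean or all-replicate condition met, but not both; inactive = mean below 60% and not all replicates reaching 60%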;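 note: 0% = median plate neutral-control signal and 100% = twice that signal; values of inactives mirror those of a sister screen read the other way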
#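 Test system: SR-BI-overexpressing, LDLR-lacking CHO cells; Medium: Ham's F12 with 0.5% BSA, HEPES 25 mM, pH 7.4; Schedule: 3 h, 37 °C; Technique: bottom-read fluorescence, 550/595 nm.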
# SR-BI DiI inh – mouse SR-BI HDL lipid transfer inhibition; inhibition, % at 12.5 µM; ldlA[mSR-BI] CHO cells, DiI-HDL uptake fluorescence, 3 h; 320,000 compounds, 0.96% hits; AID 488896;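 active = mean replicate inhibition of at least 70% and a set share of replicates each scoring 70 or more; inconclusive = meets just one of the two criteria; inactive = fails both criteria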;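 note: 0% = median of neutral control wells and 100% = median of positive control wells; values of inactives mirror those of a sister screen read the other way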
# * = called active by the depositor; ? = inconclusive; nt = no result given.
# Assay codes – A = Wnt bcat act; B = PvdQ acylase; C = MITF act; D = Rtt109 HAT inh; E = dFosB act; F = cardiac RTF act; G = HTR5A ag ctr; H = CDK5 inh; I = SR-BI uptake up; J = SR-BI DiI inh
Cc1cc2oc3c(c(=O)c2cc1C)C(c1ccc(C(C)C)cc1)N(CCCN1CCOCC1)C3=O (configuration not stated)
  A: -2	B: -13	C: -16	D: 6	E: 2	F: 4	G: -4	H: 1.3	I: 8	J: -8
CCc1ccccc1NC(=O)CNC(=O)c1cc(C2CC2)nc2c1cnn2C(C)C
  A: 0	B: 1	C: nt	D: 17	E: -13	F: 5	G: 1	H: 0.0	I: -11	J: 11
COc1ccccc1CCNC(=O)C1CCC(=O)N(C2CCCCCC2)C1 (configuration not stated)
  A: 0	B: -5	C: -7	D: 2	E: -7	F: 3	G: 2	H: -2.5	I: 0	J: 0
O=C(CN1C(=O)COc2ccccc21)N(CCCN1CCOCC1)CC1CC=CCC1 (configuration not stated)
  A: -1	B: -11	C: 5	D: 2	E: 1	F: 0	G: -2	H: 1.5	I: -9	J: 9
CC(Oc1ccc(Br)cc1)C(=O)NC1CCCCCC1 (configuration not stated)
  A: -2	B: 7	C: 20	D: -11	E: -10	F: 1	G: -6	H: 0.4	I: 0	J: 0
CC(=O)c1cccc(NC(=O)c2ccccc2N(C)S(=O)(=O)c2ccc(C)cc2)c1
  A: -1	B: -2	C: nt	D: -5	E: -6	F: -9	G: -4	H: -0.5	I: 24	J: -24
O=C(CCn1c(=O)oc2cc(Cl)ccc21)Nc1ccc(N2CCOCC2)cc1
  A: -2	B: -11	C: -12	D: -1	E: -4	F: -7	G: -4	H: 0.4	I: -1	J: 1
Nc1ccccc1C(=O)NC1CCCCNC1=O (configuration not stated)
  A: 2	B: -10	C: nt	D: 6	E: -5	F: 0	G: -2	H: -3.8	I: nt	J: nt
CCc1ccc(NC(=O)C(C)OC(=O)/C=C/c2ccc(O)c(OC)c2)cc1 (configuration not stated)
  A: 4	B: 1	C: -8	D: 3	E: 7	F: -5	G: -2	H: 5.1	I: 16	J: -16
CC(=O)C1=C(C)Nc2ncnn2C1c1ccccc1Cl (configuration not stated)
  A: -1	B: -8	C: -5	D: 2	E: -2	F: 0	G: 0	H: -0.4	I: -3	J: 3
CCOC(=O)c1c(NC(=O)CSc2nnc(Cc3ccccc3)o2)sc(C(C)=O)c1C
  A: nt	B: 27	C: 0	D: 12	E: -16	F: 1	G: 2	H: -1.7	I: -16	J: 16
Cc1cc(=O)oc2cc(OC(C)C(=O)NCCCN3CCCC3=O)c(Cl)cc12 (configuration not stated)
  A: -2	B: 3	C: 5	D: 20	E: 0	F: 1	G: -2	H: -1.6	I: -6	J: 6
NC(=O)c1snnc1-c1ccccc1
  A: 0	B: 2	C: 4	D: -14	E: -1	F: -1	G: 6	H: 0.5	I: 44	J: -44
Cc1ccc2cc(/C=N/Nc3ccc(C(=O)O)cc3)c(Cl)nc2c1
  A: -2	B: 12	C: 99*	D: 6	E: -17	F: 0	G: 4	H: 9.7	I: nt	J: nt
O=C(CSc1n[nH]c(-c2cccs2)n1)NCc1cccs1
  A: 1	B: -17	C: nt	D: -11	E: -3	F: 3	G: 1	H: -0.3	I: -3	J: 3

# Part of the list above, set out differently.
# Every second line gives: Wnt bcat act, PvdQ acylase, MITF act, Rtt109 HAT inh, dFosB act, cardiac RTF act, HTR5A ag ctr, CDK5 inh, SR-BI uptake up, SR-BI DiI inh
O=C(CCn1c(=O)oc2cc(Cl)ccc21)Nc1ccc(N2CCOCC2)cc1
 : -2, -11, -12, -1, -4, -7, -4, 0.4, -1, 1
Nc1ccccc1C(=O)NC1CCCCNC1=O (configuration not stated)
 : 2, -10, nt, 6, -5, 0, -2, -3.8, nt, nt
CCc1ccc(NC(=O)C(C)OC(=O)/C=C/c2ccc(O)c(OC)c2)cc1 (configuration not stated)
 : 4, 1, -8, 3, 7, -5, -2, 5.1, 16, -16
CC(=O)C1=C(C)Nc2ncnn2C1c1ccccc1Cl (configuration not stated)
 : -1, -8, -5, 2, -2, 0, 0, -0.4, -3, 3
CCOC(=O)c1c(NC(=O)CSc2nnc(Cc3ccccc3)o2)sc(C(C)=O)c1C
 : nt, 27, 0, 12, -16, 1, 2, -1.7, -16, 16
Cc1cc(=O)oc2cc(OC(C)C(=O)NCCCN3CCCC3=O)c(Cl)cc12 (configuration not stated)
 : -2, 3, 5, 20, 0, 1, -2, -1.6, -6, 6
NC(=O)c1snnc1-c1ccccc1
 : 0, 2, 4, -14, -1, -1, 6, 0.5, 44, -44
Cc1ccc2cc(/C=N/Nc3ccc(C(=O)O)cc3)c(Cl)nc2c1
 : -2, 12, 99*, 6, -17, 0, 4, 9.7, nt, nt
O=C(CSc1n[nH]c(-c2cccs2)n1)NCc1cccs1
 : 1, -17, nt, -11, -3, 3, 1, -0.3, -3, 3

# Next section
# Assay codes – A = Wnt bcat act; B = PvdQ acylase; C = MITF act; D = Rtt109 HAT inh; E = dFosB act; F = cardiac RTF act; G = HTR5A ag ctr; H = CDK5 inh; I = SR-BI uptake up; J = SR-BI DiI inh
O=C(Nc1ccnc(-c2cccnc2)n1)c1cccc(Cl)c1Cl
  A: nt	B: -5	C: 7	D: -13	E: -5	F: 1	G: 6	H: 0.0	I: -68	J: 68
CC(=O)N1CCc2cc(S(=O)(=O)CCC(=O)N3CCN(c4ccccc4F)CC3)ccc21
  A: 2	B: -13	C: 10	D: 4	E: -7	F: -2	G: 1	H: -5.1	I: 9	J: -9
COC(C(=O)Nc1ccc(F)cc1)c1ccccc1 (configuration not stated)
  A: nt	B: 2	C: 5	D: -10	E: 6	F: -11	G: 0	H: -0.4	I: 17	J: -17
Cc1ccc(OC(=O)c2ccccc2C(=O)OCC(F)(F)C(F)F)cc1
  A: nt	B: -10	C: 1	D: 7	E: 0	F: -3	G: 3	H: 0.3	I: -21	J: 21
COc1ccc(C2C3=C(NCCN=C3c3ccccc3)C(=O)N2c2ccccc2)c(OC)c1 (configuration not stated)
  A: -2	B: -7	C: 0	D: nt	E: -12	F: 3	G: -4	H: 1.2	I: -9	J: 9
Cc1ccc(S(=O)(=O)N=C2SCCCS2)cc1
  A: nt	B: -10	C: -10	D: 11	E: 0	F: 7	G: 0	H: 0.5	I: 15	J: -15
O=C1NCCN1Cc1cccc(Cl)c1
  A: nt	B: -11	C: 10	D: 2	E: -4	F: -5	G: -4	H: -0.3	I: 26	J: -26
COC(=O)C1=C(C)NC(=S)N(C(C)=O)C1c1ccc(OC)c(OC)c1 (configuration not stated)
  A: nt	B: 0	C: 0	D: 3	E: 1	F: -6	G: -2	H: 0.3	I: -43	J: 43
CC12CCC(C(=O)NCCCN3CCOCC3)(OC1=O)C2(C)C (configuration not stated)
  A: -2	B: -12	C: -6	D: 5	E: 7	F: 8	G: 0	H: 1.5	I: 2	J: -2
COc1cc(C2C(C#N)=C(N)Oc3cc(O)ccc32)cc(OC)c1OC (configuration not stated)
  A: nt	B: -10	C: -11	D: -38	E: -4	F: -6	G: -6	H: -0.1	I: 11	J: -11
CCOc1ccc(/C=N/NC(=O)C(OC)c2ccccc2)cc1 (configuration not stated)
  A: -1	B: -12	C: 2	D: 1	E: -2	F: 3	G: 2	H: 1.2	I: 15	J: -15
Cc1sc2ncn3cnnc3c2c1C
  A: nt	B: 12	C: -4	D: -4	E: -8	F: 2	G: 2	H: -0.6	I: -3	J: 3
Cc1ccccc1OCC(=O)Nc1ccc(S(=O)(=O)N2CCOCC2)cc1
  A: -3	B: -8	C: -5	D: 8	E: -15	F: 0	G: -3	H: 0.8	I: 12	J: -12
O=C(NNc1cccc(Cl)n1)Nc1ccc(Cl)cc1
  A: nt	B: -15	C: nt	D: -6	E: -2	F: 13	G: 6	H: 0.4	I: 3	J: -3
CCN(CC)S(=O)(=O)c1ccc(NC(=O)C2CC(=O)N(c3ccc4c(c3)OCCO4)C2)cc1 (configuration not stated)
  A: -7	B: -17	C: 1	D: 3	E: -10	F: 1	G: -4	H: -0.7	I: -22	J: 22
O=C(O)c1cccnc1SC1CC(=O)N(CCc2ccccc2)C1=O (configuration not stated)
  A: -1	B: -5	C: 1	D: -6	E: 7	F: -8	G: 3	H: -1.0	I: 21	J: -21
CCCCn1c(=O)n(C)c(=O)c2c(C(F)(F)F)cc(-c3ccncc3)nc21
  A: nt	B: -11	C: 7	D: -10	E: 4	F: -5	G: 0	H: -0.7	I: -27	J: 27
CCOC(=O)c1nn(-c2ccccc2)c(=O)cc1OCC(=O)Nc1cc(C)ccc1OC
  A: -5	B: 2	C: -4	D: -3	E: 23*	F: 10	G: 0	H: 0.5	I: 9	J: -9
COCCOc1ccc(C(F)(F)F)cc1NC(=O)COC(=O)c1cc([N+](=O)[O-])ccc1N1CCOCC1
  A: 0	B: -11	C: -7	D: 5	E: -9	F: 0	G: 1	H: -0.5	I: -51	J: 51
COc1cc(OC)cc(C(=O)NCC(=O)OC2CCCCC2=O)c1 (configuration not stated)
  A: 4	B: -8	C: 0	D: 3	E: 4	F: 1	G: 0	H: -0.7	I: 28	J: -28
CC(=O)NCCc1nc2ccccc2n1CCOc1ccccc1C
  A: 0	B: 8	C: -4	D: 14	E: -3	F: 2	G: 6	H: -2.5	I: 17	J: -17
Cc1cccc(NC(=O)CN2CCN(C(=O)c3oc4c(Cl)cccc4c3C)CC2)c1C
  A: -3	B: -9	C: -15	D: -2	E: -23	F: 1	G: 3	H: -8.6	I: -46	J: 46
CCOC(=O)NCc1ccc(S(=O)(=O)Nc2ccccc2C)cc1
  A: -5	B: -17	C: nt	D: 5	E: -2	F: 0	G: -2	H: -0.2	I: -24	J: 24
CCCCc1ccc(NC(=O)CSc2nc(=O)n(CCN(CC)CC)c3c2CCC3)cc1
  A: -1	B: 3	C: 1	D: ?	E: -2	F: -2	G: -4	H: -0.9	I: 6	J: -6
Cc1onc(-c2ccc(Cl)cc2)c1-c1ccnn1S(=O)(=O)c1cccc(C(F)(F)F)c1
  A: 0	B: -13	C: nt	D: 1	E: -6	F: nt	G: nt	H: 0.9	I: -12	J: 12
CCOc1ccc(S(=O)(=O)N(CC(=O)NCc2cccnc2)c2ccc(F)cc2)cc1
  A: 1	B: 2	C: nt	D: -12	E: -3	F: -6	G: -1	H: 0.6	I: nt	J: nt
COc1cccc(CN(C)C(=O)c2ccccc2Sc2ccccc2C#N)c1OC
  A: 2	B: -10	C: 6	D: -15	E: -9	F: 5	G: 2	H: -0.6	I: -31	J: 31
CCOc1ccc(/C=C(\C#N)C(=O)Nc2cccnc2)cc1
  A: nt	B: -7	C: -15	D: 4	E: -4	F: 2	G: -3	H: -1.6	I: 8	J: -8
Cc1cc(C(=O)N(CCC#N)Cc2cccs2)no1
  A: -2	B: -1	C: nt	D: -6	E: 2	F: 9	G: 2	H: -1.1	I: 16	J: -16
